# Source: PubChem
# DT40 TDP1 no CPT – qHTS for Inhibitors of human tyrosyl-DNA phosphodiesterase 1 (TDP1): qHTS in cells in absence of CPT; Potency, µM (titrated, usually from 46.2 µM), inactives show at the top dose activity change, negative = growth inhibition, most hits filed as inhibitors; AID 686978, 2013; hit rate 15% among 420,000; DT40 Tdp1-/- hTDP1 cells, no CPT, ATP luminescence, 48 h; further: nearly all actives have a fitted effect of over 55% in size
#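 A cellular qHTS used chicken DT40 cells lacking endogenous Tdp1 but carrying stably transfected human TDP1. Compounds were applied without camptothecin, and cell growth kinetics were judged by ATP-dependent luminescence after ≥48 hr.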
# TDP1 cell CPT – qHTS for Inhibitors of human tyrosyl-DNA phosphodiesterase 1 (TDP1): qHTS in cells in presence of CPT; Potency, µM (series often up to 46.2 µM), inactives show at the top dose activity change, negative = growth inhibition, usual class: inhibitors; hit rate 12% among 420,000; chicken DT40 Tdp1-/-;hTDP1 cells + 20 nM CPT, ATP luminescence, 48 h; AID 686979, 2013; further: nearly all actives have a fitted effect of over 55% in size
#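 Cell growth measured by CellTiter-Glo luminescence after a minimum 48 h, 37 C compound exposure with 20 nM CPT in Tdp1-knockout DT40 cells stably expressing hTDP1, seeded 400/well; qHTS titration format.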
# KAT2A inh – qHTS Assay for Inhibitors of GCN5L2 | Histone acetyltransferase KAT2A (Homo sapiens), Q92830 | GCN5L2 HAT assay, ThioGlo1 CoA-SH fluorescence | Potency, µM (titrated, usually from 58.9 µM), for inactives: at the highest dose activity change, negative = inhibition, actives largely listed as inhibitors | hit rate 0.21% among 390,000 | AID 504327, 2011
# Target sequence (Q92830 whole entry, looked up): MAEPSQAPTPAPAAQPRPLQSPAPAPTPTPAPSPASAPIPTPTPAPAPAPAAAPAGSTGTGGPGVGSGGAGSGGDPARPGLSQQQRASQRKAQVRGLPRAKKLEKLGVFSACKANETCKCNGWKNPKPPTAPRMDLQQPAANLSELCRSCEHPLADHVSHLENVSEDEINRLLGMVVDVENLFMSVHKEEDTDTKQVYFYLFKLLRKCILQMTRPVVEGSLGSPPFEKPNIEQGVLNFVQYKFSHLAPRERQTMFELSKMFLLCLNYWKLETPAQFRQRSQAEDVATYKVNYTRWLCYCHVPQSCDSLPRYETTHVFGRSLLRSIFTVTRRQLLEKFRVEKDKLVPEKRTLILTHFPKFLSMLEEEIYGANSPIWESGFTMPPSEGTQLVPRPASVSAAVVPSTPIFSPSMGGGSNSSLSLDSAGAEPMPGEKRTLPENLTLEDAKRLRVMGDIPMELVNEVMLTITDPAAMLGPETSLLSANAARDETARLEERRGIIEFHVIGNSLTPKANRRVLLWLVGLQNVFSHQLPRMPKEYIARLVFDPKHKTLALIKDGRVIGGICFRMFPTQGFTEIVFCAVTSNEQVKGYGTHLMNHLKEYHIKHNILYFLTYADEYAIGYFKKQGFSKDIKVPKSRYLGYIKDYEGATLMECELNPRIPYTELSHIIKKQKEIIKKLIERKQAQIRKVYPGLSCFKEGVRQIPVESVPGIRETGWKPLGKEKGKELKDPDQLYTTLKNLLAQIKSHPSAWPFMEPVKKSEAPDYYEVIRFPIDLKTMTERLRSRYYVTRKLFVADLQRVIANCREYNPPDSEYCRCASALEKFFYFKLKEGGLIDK
#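 Titration-based screen in which CoA formation is detected via maleimide probe ThioGlo1 (50uM) turning fluorescent on thiol reaction; substrates H3(1-25) 75uM and acetyl-CoA 70uM, GCN5L2 20nM, 20 min incubation at room temperature.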
# The depositor's hits bear a star; ? = inconclusive; . = not tested or not shown; & = joins results of further samples. The call rests on the fitted dose curve; in most records, active means well fitted curve in the direction sought with a large enough effect; inconclusive means small, poorly fitted or top-dose-only effect, or another doubt; inactive means no such curve, though single readings can be large; an effect the other way counts as inactive or inconclusive. On the % scale 0 is the no-effect control and ±100 the full control effect; potency means the concentration at half of the fitted maximal effect. The list is partial (hit frequency here may not be typical).
SMILES,DT40 TDP1 no CPT,TDP1 cell CPT,KAT2A inh
COc1ccccc1CNC(=O)CN1C(=O)COc2ccc(S(=O)(=O)N3CCCCC3)cc21,?,?,-8%&-10%
CC(=O)Nc1ccc(OCC(O)Cn2nc(C)nc2C)cc1 (stereo unspecified),-2%,-13%,3%
COC(=O)C[C@H]1c2cc(F)ccc2S(=O)(=O)N1C(C)C,?,?,.
Cc1cn(S(=O)(=O)c2cc(Br)ccc2Br)cn1,2%,-24%,0%
COc1cccc(C2=NOC(C(=O)Nc3cccnc3Cl)C2)c1OC (stereo unspecified),-16%,-4%,-6%
Cc1cc(Nc2cccc([N+](=O)[O-])c2)c2ccccc2n1,?,?,1%
COc1ccc(NC(=O)Nc2ccc3c(c2)C(=O)N([C@H](C)CO)C[C@H](C)[C@@H](CN(C)C(=O)Nc2c(C)noc2C)O3)cc1,-8%,-7%,-5%
O=C(Cn1cnc2c(NCc3ccccc3)ncnc21)NCc1nc2ccccc2[nH]1,17%,-1%,-2%
COc1cc(-c2ccc3oc(-c4ccsc4)cc3c2)cc(OC)c1OC,-26%,?,.
N#Cc1c(-c2cccs2)cc(-c2cccs2)[nH]c1=O,-6%,-10%,-3%
COc1ccc([C@@H]2C[C@H]3[C@@H](CN2S(=O)(=O)c2ccccc2)C(=O)C[C@@H](c2cccc4ccccc24)N3S(=O)(=O)c2ccc(C)cc2)cc1,1%,11%,.
C[C@@H]1CN([C@H](C)CO)C(=O)c2cc(NC(=O)Cc3cn(C)c4ccccc34)ccc2O[C@H]1CN(C)S(=O)(=O)c1ccc(F)cc1,?,?,-8%
Cc1ccc(NC(=O)Cn2c(=O)n(CCC(C)C)c(=O)c3cccnc32)cc1C,?,?,-3%
Cc1ccc(NC(=O)C2CCCN(S(=O)(=O)c3cccc4nsnc34)C2)cc1C (stereo unspecified),18µM*,?,-1%
CSc1ccc(CCNC(=O)C(C)n2nc(C)c3c(C)n(-c4ccccc4)nc3c2=O)cc1 (stereo unspecified),?,?,-1%
COc1ccc(-c2oc(=O)c3cc(OC)c(OC)cc3c2-c2cc(F)cc(OC)c2)cc1,18µM*,?,-10%
CC(C)[C@H](NC(=O)c1ccccc1)C(=O)OCC(=O)NCc1ccc(F)cc1,-2%,7%,-7%
O=C(Cc1ccccc1)Nc1ccc(NC(=O)c2cccc(Cl)c2)cc1,-15%,-11%,-4%
CCOc1ccccc1N1CCN(C(=O)CC(C)(C)C)CC1,20%,-9%,-7%
N#CCSc1nc2cc(C(=O)N3CCC(C(N)=O)CC3)ccc2c2nc3ccccc3n12,?,?,1%
CC(C)(C)NC(=O)COc1ccc(CNCc2cccnc2)cc1,-1%,-9%,0%
COc1cc2[nH]c(=O)n(Cc3ccc(C(=O)NC4CCCC4)cc3)c(=O)c2cc1OC,?,-29%,-15%
NC(=O)C(c1cccc(Cl)c1)c1ncc(C(F)(F)F)cc1Cl (stereo unspecified),-3%,-5%,-5%
CC1CCCN(S(=O)(=O)c2ccc(C(=O)Nc3nnc(-c4ccco4)o3)cc2)C1 (stereo unspecified),7.3µM*,8.2µM*,-7%
CCOc1ccccc1-n1c(SCC(=O)N2CCCC2)nnc1-c1ccc(O)cc1,-10%,-11%,.
CCOC(=O)c1nn(-c2ccc(C)c(Cl)c2)c(=O)c(C#N)c1C,-3%,-20%,-13%
COc1nc(-c2ccc(Cl)cc2)ccc1-c1noc(-c2ccco2)n1,-11%,?,4%
COc1cccc(/C=C/c2nc(C#N)c(NCCN(C)C)o2)c1,?,-30%,-15%
Cc1ccc2[nH]c3c(c2c1)CN(C(=O)CN1CCN(Cc2ccc4c(c2)OCO4)CC1)CC3,?,?,-26%
CCCN(CC1CC1)C(=O)COC(=O)c1ccc(C)cc1O,1%,6%,-8%
C=C(C(=O)c1ccccc1)C(C)C(=C)C(=O)c1ccccc1,5.8µM*,5.8µM*,-5%
O=C(NCc1cccc(Br)c1)c1ccc(-n2cnc3cccnc32)cc1,?,?,-2%
COc1ccc(S(=O)(=O)Nc2ccccc2C(=O)NC(C)(C)C)cc1OC,-12%,-18%,-14%
COc1ccccc1NC(=O)/C(C#N)=C/c1ccncc1,3%,-23%,-1%
O=C(CSc1ncnc2ccccc12)Nc1cc(S(=O)(=O)N2CCCCC2)ccc1Cl,26µM*,?,-4%
Cc1ccc2nc(-c3ccccc3)cc(C(=O)NCC3CCCO3)c2c1 (stereo unspecified),?,-24%,-4%
CCc1ccc(CN(C(=O)c2nc(SC)ncc2Cl)C2CCS(=O)(=O)C2)cc1 (stereo unspecified),?,?,-4%
COc1ccc(Br)cc1CN(C)C(=O)C1=CC=CN2CCS(=O)(=O)N=C12,-29%,?,0%
COc1cccc(NC(=O)Cn2nnc(C(=O)Nc3cc(Cl)ccc3OC)c2N)c1,?,-1%,-7%
COc1cc(-c2nnc3n(CCc4ccccc4)c(=O)c4ccccc4n23)cc(OC)c1OC,16µM*,?,-4%
N#Cc1ccc(Cl)cc1NC(=O)CSc1cccc[n+]1[O-],23µM*,?,2%
COc1ncccc1-c1cnc2cccnn12,?,?,.
CCN(CC)S(=O)(=O)c1cc(NC(=O)CCn2[nH]c(=O)ccc2=O)ccc1C,4%,-9%,-1%
CCN(CC(=O)Nc1ccc(NC(C)=O)cc1)C(=O)COc1ccc(C(=O)c2ccccc2)cc1,-21%,3%,28%
O=C(Nc1ccccc1)c1cnc2n(c1=O)CCS2,-5%,2%,-1%

# Whole records from above. Screens in order: DT40 TDP1 no CPT	TDP1 cell CPT	KAT2A inh
# Listed for Cc1ccc2[nH]c3c(c2c1)CN(C(=O)CN1CCN(Cc2ccc4c(c2)OCO4)CC1)CC3 : ?	?	-26%
# Listed for Cc1ccc(NC(=O)Cn2c(=O)n(CCC(C)C)c(=O)c3cccnc32)cc1C : ?	?	-3%

# 2 entries drawn at random from those above, as already listed:
SMILES,DT40 TDP1 no CPT,TDP1 cell CPT,KAT2A inh
Cc1ccc2nc(-c3ccccc3)cc(C(=O)NCC3CCCO3)c2c1 (stereo unspecified),?,-24%,-4%
O=C(Nc1ccccc1)c1cnc2n(c1=O)CCS2,-5%,2%,-1%

# The list goes on.
SMILES,DT40 TDP1 no CPT,TDP1 cell CPT,KAT2A inh
CNc1nc(SC)nc(N(C#N)CC(=O)OC)n1,-17%,-14%,1%
O=C(NC1=NCCS1)c1ccc(Cl)s1,3%,-8%,-4%
COc1ccc(-c2noc(CSc3nnc(-c4ccncc4)n3-c3ccc(F)cc3)n2)cc1OC,?,?,-15%
C=C(C)C1CC=C(CN2CC(C)OC(C)C2)CC1 (stereo unspecified),?,-7%,-1%
Cc1cc(C)n(-c2cc(-c3ccccc3)nc(C)n2)n1,?,16µM*,-5%
Nn1c(SCC(=O)Nc2nccs2)nncc1=O,-6%,-17%,-11%
O=C(CCNS(=O)(=O)c1ccc2c(c1)CCN2C(=O)C1CC1)Nc1ccc(Cl)cc1,12µM*,10µM*,-15%
O=C(c1cccc(F)c1)N1CCC2(CC1)CCN(c1ccccn1)CC2,?,?,0%
CCn1cc(C(=O)OCC(=O)Nc2cc(S(=O)(=O)N(C)C)ccc2C)c(=O)c2ccc(C)nc21,?,?,0%
OC(c1cccc(Cl)c1)c1nc(-c2ccc(F)c(Cl)c2)cs1 (stereo unspecified),?,?,.
CCOc1ccc(/C(O)=C2/C(=O)C(=O)N(c3ccccn3)C2c2ccc(Cl)cc2)c(C)c1 (stereo unspecified),?,?,1%
COc1ccc(S(=O)(=O)Cc2ccc(C(=O)N3CCC(C(N)=O)CC3)o2)cc1,-12%,-6%,0%
COC(=O)c1cc(OC)c(OC)cc1NC(=O)c1ccco1,?,?,-5%
CCCCNC(=O)C(NC(=O)c1ccc(C(F)(F)F)cc1)C(=O)c1ccccc1 (stereo unspecified),4%,-16%,.
CC(C)(C)N(Cc1ccccc1)C(=O)COC(=O)C1CCCCC1,-2%,-7%,-12%
CCOc1ccc2nc(SCC(=O)NCC3CCCO3)sc2c1 (stereo unspecified),?,-16%,3%
COc1ccc(S(=O)(=O)N(C)c2ccccc2)c2cccnc12,0%,-16%,-1%
CCOc1c(CNCCNC(=O)c2nonc2N)cccc1OC,-25%,?,-1%
Cc1ccc(NC(=O)Cc2ccc(Cl)c(Cl)c2)cc1S(=O)(=O)N(C)C,23µM*,?,-9%
Cc1ccc(S(=O)(=O)N2CCN(Cc3nc4ccc(C)cc4o3)CC2)c(C)c1,?,?,-4%
CCCCC(=O)Nc1nnc(S(=O)(=O)N(CC)c2ccc(OC)cc2)s1,-1%,-17%,1%
C(=C\c1nc2ccccc2[nH]1)/c1ccccc1,16µM*,15µM*,-10%
O=C(c1ccc2c(c1)N(Cc1ccccc1F)C(=O)c1ccccc1S2=O)N1CCN(c2ccccc2)CC1 (stereo unspecified),16µM*,23µM*,-4%
Cc1ccccc1NC(=O)C12CC3CCC1(C)C3(C)CO2 (stereo unspecified),-11%,-2%,-4%
Cc1c(C(=O)N2CCCCC2)oc2ccc(S(=O)(=O)N3CC(C)CC(C)C3)cc12 (stereo unspecified),13µM*,18µM*,-10%
O=C1[C@@H]2C(c3ccc(F)cc3)=NO[C@@H]2C(=O)N1Cc1ccccc1,-7%,-7%,-1%
COc1cccc(C2C(C(N)=O)=C(C)Nc3ncnn32)c1 (stereo unspecified),3%,4%,0%
CCCOc1cccc(C2C(C(=O)c3cccs3)=C(O)C(=O)N2Cc2cccnc2)c1 (stereo unspecified),16µM*,?,?
CCn1nnnc1SCC(=O)N1CCN(c2ccccc2)CC1,-2%,-4%,1%
O=C(Cc1ccc(Br)cc1)N1CCOCC1,6%,6%,-4%

# Just DT40 TDP1 no CPT, for some of the entries so far:
compound,DT40 TDP1 no CPT
Cc1ccc(S(=O)(=O)N2CCN(Cc3nc4ccc(C)cc4o3)CC2)c(C)c1,?
CCn1nnnc1SCC(=O)N1CCN(c2ccccc2)CC1,-2%

# Next part:
SMILES,DT40 TDP1 no CPT,TDP1 cell CPT,KAT2A inh
O=C(CN1CCOCC1)Nc1scc2c1c(=O)oc1ccccc12,?,-1%,-3%
O=c1[nH]n(-c2ccc(Cl)cc2)c(=O)c(Cl)c1Cl,?,?,0%
CCOc1ccc(-n2c(SCC(=O)Nc3nccs3)nnc2-c2ccoc2C)cc1,-25%,-37%,3%
CSc1ccc(S(=O)(=O)N2CCC(C(=O)Nc3ccccc3C(F)(F)F)CC2)cc1,-17%,11%,-5%
O=C(COc1ccc(Cl)cc1)NNC(=O)C(=O)N1CCCCC1,-11%,-19%,-1%
CC1CC(C)CN(C(=O)CSc2nc3ccsc3c(=O)n2Cc2ccccn2)C1 (stereo unspecified),?,?,-1%
CN(C)c1ccc(/C=N/Nc2cc(N3CCOCC3)nc(N3CCOCC3)n2)cc1,-4%,11%,-14%
C[C@@H]1CN([C@@H](C)CO)S(=O)(=O)c2ccc(C#CC3CCCCC3)cc2O[C@@H]1CN(C)Cc1cccnc1,5.2µM*,15µM*,.
Cc1cc(=O)n(Cc2c(F)cccc2Cl)c2c1c(C)nn2-c1cccc(F)c1,-2%,-20%,16%
Cc1ccc(NC(=O)N2CCN(c3nnc(C)c4c(C)n(-c5ccccc5)nc34)CC2)cc1Cl,-6%,-25%,-11%
CC1(C)CCN(Cc2ccccc2)C1CC#N (stereo unspecified),-1%,-5%,-1%
COC(=O)c1[nH]c2ccc(F)cc2c1NC(=O)CCN1CCN(Cc2ccc3c(c2)OCO3)CC1,21µM*,16µM*,-4%
Cc1ccnc(NC(=O)CCC(=O)N(CC(=O)NC2CCCCC2)Cc2cccs2)c1,?,-20%,-5%
CCOc1ccc(CCNC(=O)C(C)n2nc(C)n3c(cc4occc43)c2=O)cc1OCC (stereo unspecified),-23%&-5%,?,-2%
CC(NC(=O)c1cc2ccccc2oc1=O)c1ccc(O)cc1 (stereo unspecified),?,?,-3%
Cc1ccc(Nc2cccc(C(F)(F)F)c2)nn1,?,-18%,.
Cc1ccc2c(CN3CC(C)CC(C)C3)cc(=O)oc2c1C (stereo unspecified),?,?,0%
Nc1nc(N)c(Cc2ccc(Cl)cc2Cl)c(N)n1,23µM*,26µM*,-21%
CCOC(=O)C1=C(c2ccccc2)N=c2s/c(=C\c3cc(OC)c(OC)c(OC)c3)c(=O)n2C1c1cccs1 (stereo unspecified),6.5µM*,?,4%

# Entries from the list above that contain a CF3 group, in the order listed:
SMILES,DT40 TDP1 no CPT,TDP1 cell CPT,KAT2A inh
NC(=O)C(c1cccc(Cl)c1)c1ncc(C(F)(F)F)cc1Cl (stereo unspecified),-3%,-5%,-5%
CCCCNC(=O)C(NC(=O)c1ccc(C(F)(F)F)cc1)C(=O)c1ccccc1 (stereo unspecified),4%,-16%,.
CSc1ccc(S(=O)(=O)N2CCC(C(=O)Nc3ccccc3C(F)(F)F)CC2)cc1,-17%,11%,-5%
Cc1ccc(Nc2cccc(C(F)(F)F)c2)nn1,?,-18%,.
